Screening data as filed in PubChem.
Dynein transport: blocks dynein driven cargo transport along microtubules; 3617.4 mouse cells, GR-EGFP nuclear translocation imaging; test concentration mostly 20 µM; stimulated with dexamethasone, 1 µM; hits give low values; z-score, hits read low; 220,000 compounds, 0.47% hits; AID 1381;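 active means plate z-score of nuclear minus cytoplasmic receptor signal below a set negative limit, without overly bright fluorescence or cell loss, cut at about -3.5 in these data, passing the limit was not always enough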;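 further: z-score of nuclear minus cytoplasmic ring GR-EGFP intensity difference per well; some compounds called inactive have numbers as strong as hits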
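Medium: Induction medium lacking tetracycline, stripped serum | Probe or stimulus: 1.0 µM final dexamethasone stimulus | Schedule: 48 h induction, then 1 h compound, then 30 min agonist, 37 °C | Signal: Automated 10x imaging of fixed Hoechst-stained cells | Evaluation: Per-cell GR-EGFP intensity, nucleus versus surrounding cytoplasmic ring, well-averaged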
ER stress rescue: rescue of cells from ER stress-induced death, primary screen, 384-well, CSM14.1, thapsigargin, ATP luminescence (AID 1222). CSM14.1 thapsigargin-induced death rescue, ATP luminescence; higher % means a stronger effect. one-dose cellular ATP content (survival), % at 20 µM; EC50 in µM for titrated hits. 190,000 tested, under 10 active;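 active means EC50 below 50 µM in the dose-response confirmation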;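 further: death triggered by thapsigargin at about 15 µM added after 2 h compound pretreatment; cell ATP read after overnight thapsigargin exposure of roughly 18 to 22 hours; normalized against plate controls of thapsigargin alone and 5% DMSO vehicle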
b-catenin transl: beta-catenin nuclear translocation modulation; HeLa beta-catenin nuclear translocation, immunofluorescence imaging; nuclear translocation activity, % at 5 µM; 190,000 compounds, 0.3% hits; AID 1665;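 active means nuclear translocation activity above 50% at 5 µM, with a well cell count of 50 or more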;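 further: per-cell ratio of nuclear to cytoplasmic median beta-catenin stain intensity; plate controls were DMSO negative control for no effect and GSK-3 inhibitor IX positive control for full effect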
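assay system = human HeLa cells, endogenous beta-catenin | times = compound treatment 24 h, 37°C, 5% CO2 | detection = Anti-beta-catenin immunofluorescence on PFA-fixed, Triton-permeabilized cells, DAPI nuclei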
Ins promoter up: MIN6 insulin promoter up-regulation. 190,000 compounds, 0.3% hits. MIN6 insulin promoter-GFP reporter, high-content imaging; hits give high values. AID 1625. z-score at 5 µM;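 active means z-score above 3 at 5 µM with at least 500 cells counted in the well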
MT stabilizer: microtubule stabilizers in HeLa cells; HeLa tubulin immunostaining HCS, 24 h; share of cells brighter than vehicle mean+2SD; % tubulin-high responders, % at 10 µM; 200,000 compounds, 0.83% hits; AID 2205;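 active means plate Z-score above 3 for both tubulin-high and condensed-nucleus cell shares, with cell loss under 80%, at 10 µM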;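 further: anti alpha tubulin signal scored within the nucleus-defined area of each cell; some results filed as inactive read as strong as hits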
M1AAP inhibition: malaria alanyl aminopeptidase activity blockers – biochemical, fluorogenic H-Leu-NHMec substrate, 1536-well (AID 1445) | recombinant M1AAP, H-Leu-NHMec fluorogenic kinetic assay; higher % means a stronger effect | inhibition, % at 30 µM; hits with a dose series show IC50 in µM | 220,000 compounds, 0.42% hits;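 active means primary inhibition above the hit cutoff, then over 50% inhibition at one or more dose response concentrations, cut at about 23% in these data, passing the limit was not always enough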;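 further: plate controls were DMSO full reaction for no effect and no enzyme background for full effect; strong numbers were not always called active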
P. falciparum M17LAP: P. falciparum M17LAP inhibitors, primary screen, biochemical, fluorogenic H-Leu-NHMec substrate, 1536-well (AID 1619) | recombinant M17LAP, H-Leu-NHMec fluorogenic kinetic assay; higher % means a stronger effect | inhibition, % at 30 µM; hits with a dose series show IC50 in µM | 220,000 compounds, 0.38% hits;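 active means compound inhibiting the enzyme by more than half at any dose during confirmatory dose-response retesting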;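 further: plate controls were full reaction with DMSO carrier for no effect and no enzyme background for full effect; strong numbers were not always called active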
Autophagy mod: modulators of autophagy; MEF GFP-LC3 puncta imaging; test concentration mostly 10 µM; calls only at 10 µM (by protocol); 190,000 compounds, 0.98% hits; AID 463193;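 active means percentage of spot-positive cells more than 3 SD above its plate mean, without a fluorescence outlier flag or 80% toxicity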;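 further: spot-positive cell cutoff set from DMSO-treated cells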
UTI89 phage lysis: protection from phage-mediated lysis, alamar blue read-out – E. coli UTI89, K1F phage, bacterial capsule biogenesis inhibitors (AID 488966). E. coli UTI89 K1F phage lysis, alamar blue, 2 h; higher % means a stronger effect. inhibition, % at 100 µM, or IC50 in µM where a hit was titrated. 340,000 compounds, 0.02% hits;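 active means phage lysis inhibition, versus mean bacterial control, above a set limit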;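 further: capsule biogenesis inhibitors block K1F phage lysis so surviving cells raise fluorescence; higher fluorescence means more inhibition of phage lysis; actives were called in the ten point dose series up to 300 µM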
Dynein transport cytoplasmic EGFP: further read-out of Dynein transport, marked with its call; z-score; measured here: cytoplasmic GR-EGFP intensity; hits give high values
Dynein transport nuclear GR-EGFP: second read-out of Dynein transport, no call of its own (marks repeat the call); z-score; measured here: nuclear GR-EGFP intensity;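 lower value marks the stronger effect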
Dynein transport cell count: also measured in Dynein transport; calls as there; z-score; measured here: cell count per field
Ins promoter up cell count: second read-out of Ins promoter up, no call of its own (marks repeat the call); cell count; measured here: cytotoxicity, nuclei count;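 total cells summed across four imaged fields per well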
b-catenin transl cell count 5 µM: further read-out of b-catenin transl, marked with its call; cell count; measured here: cell count, cytotoxicity flag
MT stabilizer Hoechst-high %: recorded beside MT stabilizer, whose call it bears; % Hoechst-high responders; measured here: nuclear condensation Hoechst responders;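 share of cells brighter than vehicle mean plus two SD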
MT stabilizer cytotoxicity %: second read-out of MT stabilizer, no call of its own (marks repeat the call); toxicity, %; measured here: cytotoxicity by cell density;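 0% = mean cell density of plate MIN control wells and 100% = no cells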
Autophagy mod cell loss 18 h: further read-out of Autophagy mod, marked with its call; toxicity, %; measured here: cell loss, nuclei count;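 cell loss after 18 h compound exposure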
* hit, by the source's call; i = inactive; . = no result given; [ ] = remark or other dose.

SMILES	Dynein transport	Dynein transport cytoplasmic EGFP	Dynein transport nuclear GR-EGFP	Dynein transport cell count	ER stress rescue	b-catenin transl	b-catenin transl cell count 5 µM	Ins promoter up	Ins promoter up cell count	MT stabilizer	MT stabilizer Hoechst-high %	MT stabilizer cytotoxicity %	M1AAP inhibition	P. falciparum M17LAP	Autophagy mod	Autophagy mod cell loss 18 h	UTI89 phage lysis
O=C1CSC(c2ccc(Cl)cc2Cl)N1c1ccccn1 (stereo unspecified)	0.138	-0.329	-0.0608	0.00871	-3.1%	0.4	1127	0.27	1461	4.2	3.0	1.9	3.5%	-26.8%	i	-8.2	0.0%
COc1ccccc1NC(=O)C12CCC(C)(C(=O)C1)C2(C)C (stereo unspecified)	0.139	-0.207	0.761	-0.415	-1.1%	-9.1	1107	0.04	1643	2.5	2.0	5.9	-3.5%	-0.4%	i	7.0	0.4%
Cc1ccc(-c2sc(-c3cccnc3)nc2CC(=O)O)cc1	-0.284	-0.285	-0.0273	0.347	-2.1%	0.2	1072	-0.28	1163	2.4	1.6	3.4	1.9%	1.3%	i	10.1	0.0%
CCN(CC)S(=O)(=O)c1ccc(N2CCCC2)c(NC(=O)c2ccccc2OC)c1	-1.2	-0.811	-0.486	0.483	.	-0.5	1331	-0.45	1043	.	.	.	-2.0%	0.9%	.	.	-0.2%
O=C(Nc1cc(C(F)(F)F)ccc1N1CCOCC1)c1cncc(Br)c1	0.0989	-0.175	0.853	0.15	0.0%	-0.6	1149	0.86	1337	4.7	2.3	8.9	5.5%	5.7%	i	15.9	0.1%
CCC(NC(=O)Nc1cc(C)on1)(C(F)(F)F)C(F)(F)F	-0.821	-0.135	-0.453	0.38	.	0.9	1269	-0.92	1127	.	.	.	2.5%	11.0%	.	.	0.2%
Cc1ccc(-c2nc(CN(C)C3CCOCC3)c(C)o2)s1	-0.242	-0.276	0.111	0.0888	1.7%	-0.1	1043	0.38	1527	2.0	0.4	1.2	1.2%	-4.4%	i	4.7	-0.3%
O=C(NCc1ccco1)c1cc2c(s1)CSC2	-1.35	-0.166	-0.425	0.152	-3.8%	-0.4	1144	0.44	1860	1.9	2.2	12.0	9.2%	-4.5%	i	-1.4	.
c1ccc(Cc2cc[n+](Cc3ccccn3)cc2)cc1	0.0913	-0.186	-0.0455	-0.122	.	0.7	1022	-0.78	1218	.	.	.	-1.2%	-1.5%	.	.	1.3%
O=C(O)Cn1c(C(F)(F)F)nc2ccccc21	-0.3	-0.284	-0.211	0.512	-2.4%	-2.2	1167	-0.16	1119	3.1	1.8	2.2	-0.4%	-4.5%	i	1.9	5.9%
O=C(NNc1nc2cc3c(cc2s1)OCO3)c1ccc(F)cc1	2.25	0.548	2.46	-1.8	-2.9%	-1.5	530	0.54	1010	4.5	3.0	6.9	1.4%	-17.4%	i	2.9	-1.8%
CCOc1nc(-c2ccc(OC)cc2)ccc1-c1noc(C)n1	-0.186	0.981	0.0255	-2.31	.	0.0	1042	1.48	1148	3.4	1.9	8.1	13.2%	-22.8%	i	-7.0	0.9%
O=C(NCCc1nc2ccccc2[nH]1)/C(=C/c1ccc2c(c1)OCO2)NC(=O)c1ccccc1	-0.354	-0.133	-0.101	0.809	-0.5%	-4.3	505	-0.19	856	3.5	1.8	10.1	6.2%	24.2%	i	-1.4	0.3%
CCc1ccc2[nH]c(=O)c(CN(CC3CCCO3)C(=S)NCc3ccco3)cc2c1 (stereo unspecified)	0.341	-0.2	0.596	0.138	.	-1.2	1244	0.31	811	.	.	.	8.2%	8.7%	.	.	0.2%
COc1ccc(C2SCC(C(=O)NCc3ccc(F)cc3)N2C(C)=O)cc1 (stereo unspecified)	-1.08	-0.211	-0.515	-0.0215	-0.6%	.	.	1.39	890	6.8	2.2	5.4	-5.4%	14.9%	i	-4.2	-2.9%
CC1=C(NCCc2ccccc2)CCC1=O	0.0423	-0.181	0.208	-0.319	0.9%	-7.2	968	-0.97	1258	4.9	2.2	7.6	5.6%	-2.2%	i	-3.0	0.5%
COc1ccc(C(=O)CSc2nnc(Cn3nnc4ccccc43)n2C)cc1	0.663	0.0802	0.55	0.121	1.2%	-1.5	905	1.88	900	2.2	1.2	4.0	0.7%	-1.0%	i	-3.1	0.6%
CC(=O)Nc1cc(-c2ccccc2)nn1Cc1ccc(Cl)cc1	-0.836	-0.203	0.0659	-0.0235	-2.2%	-2.9	1218	.	.	2.9	1.3	6.0	13.7%	0.4%	i	-27.4	-1.1%
CCc1ccc(NC(=O)NCC2CCN(c3ccc(OC)cc3)C2)cc1 (stereo unspecified)	-0.795	-0.272	0.324	-0.0774	.	-0.2	1251	-0.91	990	.	.	.	1.7%	9.8%	.	.	0.2%
O=C(COc1ccc([N+](=O)[O-])cc1)NCCc1nc2ccccc2[nH]1	-0.135	-0.203	0.595	-0.643	.	0.1	1263	-0.03	1146	.	.	.	-5.6%	-1.3%	.	.	.
COc1ccc(/C=C2/CCc3ccccc3C2=O)cc1CN1CCOCC1	1.78	-0.196	1.21	-1.65	1.9%	.	.	-0.25	1398	2.2	4.2	11.4	5.1%	13.4%	i	-4.9	1.2%[50 µM]
Cc1ccc(C)n1N1C(=O)/C(=C\c2ccc(Cl)cc2)SC1=S	0.433	-0.0103	0.633	-1.07	-1.5%	-1.0	1534	0.08	1416	2.8	2.7	2.8	1.8%	15.5%	i	0.2	0.5%
COc1ccc(-c2ccc(-c3noc(-c4ccccc4C)n3)c(OC)n2)cc1	-0.983	0.123	-0.421	2.39	-2.2%	4.3	1236	0.05	1258	5.2	10.0	3.4	0.2%	-9.0%	i	17.9	1.2%
CCOCC(=O)Nc1cc(C(=O)NCCc2ccccc2)ccc1Cl	-0.325	-0.0779	-0.0831	1.03	-1.4%	-1.4	937	0.85	1459	2.5	1.7	5.8	0.3%	8.0%	i	-7.5	0.4%
C#CCn1c(=NC(=O)c2cccs2)sc2cccc(OC)c21	2.65	-0.141	1.9	-1.2	1.6%	.	.	0.03	823	3.9	3.9	5.6	6.7%	7.5%	i	9.5	0.1%
COc1ccc(CCNC(=O)CSC2=Nc3ccccc3C3=NC(C(C)C)C(=O)N23)cc1OC (stereo unspecified)	-0.552	-0.372	0.0229	0.737	-0.2%	-2.9	1012	0	1377	2.8	1.6	12.7	6.7%	2.3%	i	0.5	0.4%
COc1cccc(OC)c1C(=O)NC(=S)Nc1ccc2c(c1)C(=O)N(C)C2=O	-0.295	-0.284	-0.193	-0.682	-0.8%	0.3	862	0.54	1343	4.9	1.9	9.2	7.5%	12.0%	i	-4.2	0.6%
CSc1ccc(CNc2ccc(Cl)cc2)cc1	1.32	-0.0341	1.21	-0.361	-2.0%	1.5	1394	0.14	1559	3.0	2.2	6.7	-4.0%	-0.2%	i	13.3	-0.3%

Single values from above:
CCOCC(=O)Nc1cc(C(=O)NCCc2ccccc2)ccc1Cl in Dynein transport nuclear GR-EGFP reads -0.0831
COc1ccc(CCNC(=O)CSC2=Nc3ccccc3C3=NC(C(C)C)C(=O)N23)cc1OC (stereo unspecified) in MT stabilizer cytotoxicity % reads 12.7

Structures listed so far that have fluorine, in the order listed:
SMILES	Dynein transport	Dynein transport cytoplasmic EGFP	Dynein transport nuclear GR-EGFP	Dynein transport cell count	ER stress rescue	b-catenin transl	b-catenin transl cell count 5 µM	Ins promoter up	Ins promoter up cell count	MT stabilizer	MT stabilizer Hoechst-high %	MT stabilizer cytotoxicity %	M1AAP inhibition	P. falciparum M17LAP	Autophagy mod	Autophagy mod cell loss 18 h	UTI89 phage lysis
O=C(Nc1cc(C(F)(F)F)ccc1N1CCOCC1)c1cncc(Br)c1	0.0989	-0.175	0.853	0.15	0.0%	-0.6	1149	0.86	1337	4.7	2.3	8.9	5.5%	5.7%	i	15.9	0.1%
CCC(NC(=O)Nc1cc(C)on1)(C(F)(F)F)C(F)(F)F	-0.821	-0.135	-0.453	0.38	.	0.9	1269	-0.92	1127	.	.	.	2.5%	11.0%	.	.	0.2%
O=C(O)Cn1c(C(F)(F)F)nc2ccccc21	-0.3	-0.284	-0.211	0.512	-2.4%	-2.2	1167	-0.16	1119	3.1	1.8	2.2	-0.4%	-4.5%	i	1.9	5.9%
O=C(NNc1nc2cc3c(cc2s1)OCO3)c1ccc(F)cc1	2.25	0.548	2.46	-1.8	-2.9%	-1.5	530	0.54	1010	4.5	3.0	6.9	1.4%	-17.4%	i	2.9	-1.8%
COc1ccc(C2SCC(C(=O)NCc3ccc(F)cc3)N2C(C)=O)cc1 (stereo unspecified)	-1.08	-0.211	-0.515	-0.0215	-0.6%	.	.	1.39	890	6.8	2.2	5.4	-5.4%	14.9%	i	-4.2	-2.9%

This is a random part of the collection (roughly 2.9% active in at least one column).
